Screens deposited in PubChem by several laboratories.
SV40 large T antigen: SV40 large T antigen inhibitors, biochemical (AID 1903); SV40 large T antigen ATPase/helicase inhibition assay; higher % means a stronger effect; inhibition, % at 20 µM, or IC50 in µM where a hit was titrated; 310,000 compounds, 0.39% hits; in the data active = a potency from the dose series; inconclusive = inhibition mostly from about 32% at the one dose, without a potency; inactive = the rest, 99 in 100 with inhibition below about 32%; note: strong numbers were not always called active
Rac1 GTP hydrolysis: MgcRacGAP GTPase-activating activity inhibitors, confirmation, biochemical, ADP Hunter fluorescence; 340,000 compounds, 0.6% hits; MgcRacGAP-stimulated Rac1 GTP hydrolysis, ADP Hunter fluorescence; higher % means a stronger effect; GST-tagged Rac1 F28L mutant substrate; inhibition, % at 30 µM, or IC50 in µM where a hit was titrated; Rac GTPase-activating protein 1 (Homo sapiens);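 active = first-screen hits whose inhibition reached a set limit at any dose in the follow-up dose series; inconclusive = inhibition above the set first-screen limit but never retested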;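 note: fluorescence reports GDP produced by GAP-driven GTP hydrolysis; strong numbers were not always called active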
GPR55 beta-arrestin: GPR55 agonists via beta-arrestin recruitment, primary screen, imaging, U2OS cells, beta-arrestin-GFP redistribution (AID 1961); G-protein coupled receptor 55 (Homo sapiens); U2OS GPR55 beta-arrestin-GFP redistribution imaging; higher % means a stronger effect; one-dose activation, % at 10 µM; EC50 in µM for titrated hits; 290,000 compounds, 0.048% hits;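 active = activation above 40% with more than 50 cells counted in the well; inconclusive = wells holding fewer than 50 cells, flagged as toxic or sparse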;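 note: U2OS osteosarcoma cells stably expressing GPR55 and beta-arrestin-GFP; plate controls were DMSO negative control for no effect and LPI positive control for full effect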
KOR beta-arrestin-1: KOR agonists, beta-arrestin recruitment, primary screen, cell-based, luminescence, uHTS (AID 1777) | Kappa-type opioid receptor (Homo sapiens) | KOR beta-arrestin recruitment, luminescence; higher % means a stronger effect | activation, % at 10 µM, or EC50 in µM where a hit was titrated | 280,000 compounds, 0.02% hits; in the data active = activation above about 50%, passing the limit was not always enough; note: a part of the inactive calls stands beside numbers as strong as those of hits
KOR beta-arrestin-2: KOR antagonists, beta-arrestin recruitment, cell-based, luminescence, uHTS (AID 1778) | 290,000 compounds, 0.091% hits | KOR beta-arrestin recruitment, luminescence, antagonist mode; higher % means a stronger effect | one-dose inhibition, % at 10 µM; IC50 in µM for titrated hits | Kappa-type opioid receptor (Homo sapiens); note: strong numbers were not always called active
HIV peptide binding: inhibitors of HIV fusion peptide binding, primary screen, biochemical, uHTS, fluorescence dequenching (AID 1986); 290,000 compounds, 0.3% hits; cell-free peptide binding, fluorescence dequenching, 30 min; higher % means a stronger effect; one-dose inhibition, % at 20 µM; IC50 in µM for titrated hits; in the data active = inhibition mostly above about 52%, no sharp cut-off; inactive = mostly below about 76%; note: some results filed as inactive read as strong as hits
GPR55 LPI antagonism: GPR55 antagonists blocking LPI-driven arrestin recruitment, primary screen, imaging, U2OS, beta-arrestin-GFP, LPI agonist (AID 2013); U2OS GPR55 beta-arrestin-GFP translocation imaging, LPI antagonism; higher % means a stronger effect; G-protein coupled receptor 55 (Homo sapiens); inhibition, % at 10 µM; hits with a dose series show IC50 in µM; 290,000 compounds, 0.13% hits;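 active = spots per cell inhibited over 60%, with over 100 cells counted and total cytoplasm intensity under 500,000; inconclusive = wells with under 100 cells, flagged as likely toxic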;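 note: U2OS cells stably carrying GPR55 and arrestin-GFP stimulated by 5 µM LPI near EC80; imaged beta-arrestin-GFP aggregate spots per cell after agonist stimulation; plate controls were LPI-stimulated DMSO wells for no effect and DMSO wells without LPI for full effect; some results filed as inactive read as strong as hits; confirmed hits need IC50 under 10 µM and bright autofluorescent wells are also inconclusive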
NOD2 inhibition: NOD2 signaling inhibitors, cell-based, luminescence, uHTS, HEK293 (AID 1566); 290,000 compounds, 0.63% hits; HEK293 NOD2/NF-kB luciferase reporter, luminescence; higher % means a stronger effect; inhibition, % at 4 µM; hits with a dose series show EC50 in µM; note: many of its hits are not listed in these tables
NOD1 inhibition: NOD1 signaling inhibitors, primary screen, cell-based, luminescence, uHTS (AID 1578) | 290,000 compounds, 1% hits | NOD1-driven NF-kB luciferase reporter cells, luminescence; higher % means a stronger effect | inhibition, % at 4 µM, or EC50 in µM where a hit was titrated; in the data active = inhibition mostly above about 36%, no sharp cut-off; inactive = mostly below about 34%;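 note: HEK-293T reporter cells stimulated with the NOD1 agonist gamma-tri-DAP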
The depositor's hits bear a star; u = inconclusive; x = no result given; & = joins results of further samples; [ ] = another dose, or the depositor's remark. Cut-off read from the data, not from the text of the source, unless noted: active = inhibition above about 50%; inactive = the rest. The list is partial (hit frequency here may not be typical).

Below each SMILES – SV40 large T antigen, Rac1 GTP hydrolysis, GPR55 beta-arrestin, KOR beta-arrestin-1, KOR beta-arrestin-2, HIV peptide binding, GPR55 LPI antagonism, NOD2 inhibition, NOD1 inhibition
> Cc1ccc(S(=O)(=O)NCCC(=O)O)cc1
    2%, -6%, -0.1%, -6.9%, 11%, -2.4%, 0%, 1%, -3%
> COC(CN(C)C(=O)c1cn(C)c2ccc(S(=O)(=O)N(C)C3CCCCC3)cc2c1=O)OC
    8%, 16%, -0.2%, 4.8%, -15%, 0.0%, 7%, -11%, -29%
> CCc1cc2c(NCC3CCCO3)nc(C)nc2s1 (configuration not stated)
    8%, 11%, 0.4%, -4.4%, -5%, -0.8%, 4%, 6%, -46%
> CN(C)c1ccc(NC(=O)c2cccc(N3C(=O)C4C5C=CC(C5)C4C3=O)c2)cc1 (configuration not stated)
    u, 49µM*, 0.8%, -0.2%, 42%, -0.1%, -1%, 23%, -1%
> O=C(Cn1c(C(F)(F)F)nc2ccccc21)c1ccc(F)cc1
    10%, 4%, 0.3%, 1.5%, -4%, -2.4%, 0%, 26%, 19%
> CN1CCN(C(=O)CSc2nc(-c3ccncc3)ccc2C#N)CC1
    6%, 9%, -0.2%, -5.2%, -6%, 3.4%, 5%, 4%, 15%
> Cc1ccccc1-n1nc(C)c2c1N=C1C(Cl)=CC(Cl)=CN1C2c1ccc(C(=O)O)cc1 (configuration not stated)
    16%, -2%, -0.3%, 12%, 8%, 47%, 2%, -6%, -39%
> Cn1nnc(NC(=O)c2ccc(Br)o2)n1
    8%, 11%, 1.9%, -0.6%, -9%, 5.9%, 8%, -12%, -24%
> COC(=O)c1ccccc1NC(=O)CSc1nccc(C)n1
    -15%, 0%, 0.2%, x, -10%[20 µM], 1.8%, 19%, 6%, -19%
> O=S(=O)(c1ccccc1)N1c2cc(Cl)ccc2Oc2nc3ccccc3nc21
    2%, 8%, -0.3%, 3.7%, -33%, 7.6%, 3%, -50%, 1%
> COc1cc([N+](=O)[O-])cc(/C=N/NC(=O)c2cc(-c3ccccc3)nc3ccccc23)c1O
    8%, -2%, -0.2%, 7.4%, 13%, 30µM*, -2%, 30%, -4%
> CC(C)C(NC(=O)c1ccc(C(C)(C)C)cc1)C(=O)NCC(c1ccccc1)N(C)C (configuration not stated)
    6%, 10%, 0.3%, 5.8%, -45%, -0.3%, 2%, -19%, -2%
> Cc1sc2nc(COC(=O)c3ccc(O)cc3)[nH]c(=O)c2c1C
    11%, -7%, -0.1%, 3.3%, -9%, 1.3%, -6%, 18%, -6%
> COc1ccc(NC(=O)CS(=O)c2ccc(Cl)c(Cl)c2)cc1 (configuration not stated)
    3%, -10%, 0.3%, 8.1%, -31%, 0.6%, -3%, 12%, 6%
> CC1CCc2nn(CC(=O)NCc3ccc(F)cc3)cc2C1 (configuration not stated)
    3%, 1%, -0.2%, -3.4%, 24%, -0.7%, -3%, 10%, -13%
> C=CCn1c(C(O)c2ccccc2)nc2ccccc21 (configuration not stated)
    3%, 0%, -0.3%, -2.7%, -35%[20 µM], -0.3%, 4%, 6%, -22%
> CSc1[nH]c(=O)c(C(=O)O)cc1C#N
    10%, 12%, 0.2%, -2.7%, 14%, 19%, 2%, 0%, -12%
> c1ccc(C(c2ccccc2)c2noc(CN3CCN(CC4CC4)CC3)n2)cc1
    x, 10%, -0.1%, x, -1%[20 µM], 1.6%, -5%, -16%, -26%
> COc1ccc(-c2nc3cccc(C)n3c2NCc2ccco2)cc1OC
    0%, 5%, -0.3%, -1.2%, -17%, -0.2%, 20%, -7%, -19%
> COc1ccc(O)c(/C=N/NC(=O)c2c(C)nnn2-c2nonc2N)c1
    3%, 80µM*, 0.2%, 1.7%, -39%, -4.2%, -2%, -22%, -8%
> Cc1ccc(CNc2nc3ccccc3n2C)o1
    7%, 8%, -0.2%, 0.6%, -10%, 0.7%, 10%, -12%, -38%
> COc1cccc(NC(=O)C2CC(=O)N(Cc3ccc(C)cc3)C2)c1 (configuration not stated)
    -3%, 6%, -0.1%, 4.8%, -15%, -1.0%, 8%, 7%, 16%
> COc1c(C(=O)NC(=S)Nc2nnn(C)n2)cc2ccccc2c1Br
    -8%, 6%, 0.3%, -1.4%, -20%, -1.3%, -12%, 32%, 30%
> COc1cccc(C2C(C(=O)Nc3cccnc3)=C(C)Nc3nnnn32)c1OC (configuration not stated)
    4%, 8%, 0.5%, 1.5%, -28%, 4.6%, -13%, -10%, -19%
> CCc1cccc(NC(=O)c2cc(S(=O)(=O)N(C)C)ccc2N2CCCC2)c1
    6%, 9%, 0.0%, -4.3%, 3%, 0.0%, 10%, -3%, -19%
> O=C1CCC(C(=O)N2CCSCC2)CN1CCc1cccc(F)c1 (configuration not stated)
    11%, 6%, -0.1%, -0.4%, 2%, 0.9%, 11%, 5%, -42%
> CS(=O)(=O)N(Cc1ccccc1)c1ccccc1C(=O)Nc1ccccc1C(=O)NCc1ccco1
    -1%, -4%, -0.2%, 9.2%, 21%, -1.2%, 3%, 4%, 10%
> C(=C1/CCCC2=C1Nc1ncnn1C2c1ccccc1)/c1ccccc1 (configuration not stated)
    12%, x, 20%, -2.9%, 20%, -0.1%, 5%, 31%, 3%
> O=C(N/N=C/c1coc2ccccc2c1=O)c1cccc([N+](=O)[O-])c1
    4%, 1%, -0.2%, 4.7%, 26%, -0.5%, 10%, 0%, -10%
> COc1ccc(C(=O)Nn2c(CC(C)C)nc3cc(OC)c(OC)cc3c2=O)c(OC)c1
    9%, 5%, -0.3%, -1.0%, -34%[20 µM], -0.5%, -10%, 15%, -20%
> Cc1ccc(C2=NN(C(=O)COc3ncnc4ccccc34)C(c3ccco3)C2)cc1 (configuration not stated)
    5%, -4%, 0.4%, -0.5%, 1%, -0.6%, 7%, 14%, -52%
> Cc1ccccc1SCCNC(=O)c1ccccc1Br
    4%, -4%, 0.2%, -3.5%, 9%[20 µM], -1.7%, 16%, -56%, -18%
> O=C(NC1CCCC1)c1ccc(Cl)s1
    1%, 5%, 0.0%, 0.3%, -2%, -0.7%, 15%, -5%, -42%
> CCN(CC1CCCO1)C(=O)CCc1nnc(CCc2ccc(OC)cc2)o1 (configuration not stated)
    1%, 4%, -0.1%, 6.1%, -17%, -1.3%, 10%, -13%, -24%
> Cc1nn(-c2ccccc2)c2c1C1(C(=O)N3c4c(cccc41)C(C)CC3(C)C)C(C#N)=C(N)O2 (configuration not stated)
    17%, 10%, 0.0%, -3.4%, -13%, -1.5%, -16%, -15%, 35%
> CCOC(=O)c1[nH]c(C)c(C(=O)OCC(=O)N2CCCCC2C)c1C (configuration not stated)
    23%, -3%, -0.2%, -2.3%, -60%, -1.3%, 100%, -10%, -6%
> CCC1=Nc2cc(C(=O)NCCCN3CCOCC3)ccc2Sc2ccccc21
    6%, 10%, -0.2%, -1.1%, -11%, -0.1%, -11%, 1%, -12%
> COc1ccccc1NC(=S)NNC(=O)c1c(Cl)c(C)nn1C
    12%, 3%, -0.1%, -3.2%, -14%, 1.6%, -1%, 14%, 7%
> O=C1CCCN1CC(O)CS(=O)(=O)c1ccc(Cl)cc1 (configuration not stated)
    4%, 6%, -0.2%, 2.7%, -4%, -4.7%, 4%, 1%, x
> COc1ccc(N2CCN(C(=O)c3sc4ncn(CC(=O)N5CCCCC5)c(=O)c4c3C)CC2)cc1
    10%, 22%, -0.2%, 1.0%, -33%, 0.5%, 6%, 16%, -10%
> COc1ccc(OC)c(NC(=O)CSc2ccc3nnc(-c4ccccn4)n3n2)c1
    3%, 8%, 0.3%, 3.8%, -12%, 0.1%, -3%, 0%, -21%
> Cc1nn(C)c(Cl)c1CN1CCC(CO)(CCOc2ccccc2)CC1
    7%, -1%, -0.1%, x, -27%[20 µM], -2.8%, -9%, -6%, 21%
> O=C(O)Cc1ccc2oc(-c3cccnc3)nc2c1
    19%, -3%, 0.9%, 0.8%, -9%, -0.2%, 8%, 8%, 0%
> CC1CCN(CC(=O)Nc2nccs2)CC1
    25%, -7%, -0.1%, -3.4%, -16%, 0.9%, 0%, 2%, 14%
> CCOC(=O)C1(Cc2ccc(OC)cc2)CCN(C(=O)CCN2CCCC2=O)CC1
    9%, 6%, 0.1%, -0.7%, -31%, -0.6%, 36%, -7%, -20%
> Cc1ccc(/C=C/C(=O)NCCc2cccc(Cl)c2)o1
    17%, 27%, -0.2%, 11%, -49%[20 µM], 0.4%, 2%, 2%, 54%
> CCOC(=O)c1c(NC(=O)c2nn(CC)cc2Br)c(C#N)cn1-c1ccccc1
    8%, 5%, 0.2%, 0.5%, 21%, -0.6%, -8%, 2%, 12%
> O=C(CN(c1ccc(F)cc1)S(=O)(=O)c1ccc2c(c1)OCCO2)NCC1CCCO1 (configuration not stated)
    16%, -1%, -0.1%, -3.4%, 23%, 1.4%, 5%, 16%, -21%
> CCc1ccc(OCC(O)CN2CCN(c3ccccc3)CC2)cc1 (configuration not stated)
    8%, 5%&0%, -0.3%, 4.8%, -26%, 1.2%, 0%, -20%, -11%
> CC(OC(=O)CCc1nc2ccccc2c(=O)[nH]1)C(=O)NC1CCCC1 (configuration not stated)
    2%, 0%, -0.2%, -2.0%, -16%, 2.5%, 1%, -4%, -19%
> Nc1nc(Nc2ccccc2F)nc(NC2CCCCC2)c1[N+](=O)[O-]
    4%, 6%, -0.1%, 0.6%, 0%, -0.6%, 0%, 5%, -3%
> NCCSC1CC(=O)N(Cc2ccc(F)cc2)C1=O (configuration not stated)
    9%, 14%, -0.2%, -1.8%, -17%, 0.1%, 8%, 30%, -22%
> O=C(Cn1c2ccccc2c(=O)c2ccccc21)N/N=C/c1cc([N+](=O)[O-])ccc1N1CCCCCC1
    14%, 6%, -0.1%, 4.8%, -22%, 0.3%, 6%, -40%, -23%
> Cc1ccc(C(=O)Nc2ccc(N3CCOCC3)c3nonc23)cc1[N+](=O)[O-]
    7%, 6%, 1.0%, 1.4%, -26%, 1.6%, -3%, 12%, -11%
> CC(=O)N1c2ccc(S(=O)(=O)N3CCC(C(=O)N4CCN(c5ccccc5F)CC4)CC3)cc2CC1C (configuration not stated)
    -7%, 6%, 0.7%, 6.7%, -34%, -0.4%, -12%, 5%, 26%
> Cc1ccc(OCCn2ncc3ccccc3c2=O)c(C)c1
    16%, 15%, -0.1%, -1.6%, -3%, -0.9%, 1%, 24%, 6%
